# E-sel inducer: E-selectin induction on HUVECs; 260,000 tested, 0.37% active; activation, % at 7.58 µM; HUVEC E-selectin immunofluorescence imaging; normalized: neutral wells 0, TNF-alpha wells 100; AID 686992; P16581;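 active = mean E-selectin-positive cell signal at least 10% of the positive control, reached in at least 60% of replicates, without over 20% cell loss; inconclusive = no rule given, readout overlaps actives, possibly toxicity-flagged; inactive = the rest, including those meeting only one limit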;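 note: in these data hits start at about 27%; measured in HUVEC primary endothelial cells; signal is the percent of cells scored E-selectin positive by PE staining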
# Target sequence (P16581 whole entry, looked up): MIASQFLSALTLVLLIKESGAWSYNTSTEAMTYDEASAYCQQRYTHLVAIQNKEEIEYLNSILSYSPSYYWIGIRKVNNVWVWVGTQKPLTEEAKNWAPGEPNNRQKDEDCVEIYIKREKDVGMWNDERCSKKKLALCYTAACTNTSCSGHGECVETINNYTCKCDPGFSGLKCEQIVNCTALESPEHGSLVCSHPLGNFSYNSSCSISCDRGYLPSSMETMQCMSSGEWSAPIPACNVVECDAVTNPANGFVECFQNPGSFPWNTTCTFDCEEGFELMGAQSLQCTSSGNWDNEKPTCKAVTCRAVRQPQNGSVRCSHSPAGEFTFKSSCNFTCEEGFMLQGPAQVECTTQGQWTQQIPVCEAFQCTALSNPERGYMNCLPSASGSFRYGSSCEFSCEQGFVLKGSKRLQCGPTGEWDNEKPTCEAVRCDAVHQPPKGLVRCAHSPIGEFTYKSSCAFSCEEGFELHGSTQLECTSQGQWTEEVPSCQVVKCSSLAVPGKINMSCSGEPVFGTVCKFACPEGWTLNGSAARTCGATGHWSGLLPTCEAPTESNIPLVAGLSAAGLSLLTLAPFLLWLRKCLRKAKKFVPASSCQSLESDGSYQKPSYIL
#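 Test system: HUVEC; input: 3,000 HUVEC/well; measured by: immunofluorescence imaging; read-out: % PE-positive cells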
# C2C12 statin: suppressors of simvastatin-induced myotoxicity in C2C12 myotubes; rescue of ATP level, % at 7.49 µM; ATP luminescence, 48 h; scaled: DMSO 0, geranylgeraniol control 100; AID 602340; 330,000 tested, 0.78% active;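 active = mean ATP rescue above about 67%, or every replicate alone reaching that limit, limit read from the data, passing the limit was not always enough; inconclusive = no clear call, values can overlap the other calls; inactive = mean under the limit and some replicate under it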;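 note: myotubes were challenged with 10 µM simvastatin during compound exposure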
# SIRT5 inh: inhibitors of human sirtuin-5 desuccinylase; Q9NXA8; Purified SirT5, succinyl-peptide AMC, trypsin-coupled fluorescence; inhibition, % at 15 µM; 330,000 tested, 1.1% active; AID 652115; in the data active = inhibition above about 15%; inconclusive = no clear call, values can overlap the other calls
# S100A4 inh HTS: blocks human S100A4 binding to myosin IIA peptide. P26447. S100A4/TAMRA-MyoIIA peptide fluorescence polarization. inhibition, % at 10.7 µM. 360,000 tested, 0.14% active. AID 652163;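 active = mean inhibition of at least 70% across replicates, with every replicate also reaching that level; inconclusive = mean inhibition reaches 70% but some replicates fall short; inactive = mean inhibition below 70%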
#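 incubation = readout 5 min after mixing, signal stable up to 60 min | system = S100A4 monomer protein | buffer or medium = HEPES pH 7.2 with CaCl2, KCl, NaCl, DTT, Triton | benchmarks = neutral control DMSO, positive control TFP | also added = fluorescent myosin IIA peptide, 5 nM | compound dosing = one concentration per compound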
# ERp5 block: ERp5 (human) disulfide isomerase inhibition; ERp5 insulin aggregation, absorbance 650 nm, 90 min; inhibition, % at 9.99 µM; 350,000 tested, 0.05% active; AID 651711;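 active = mean replicate inhibition above about 25%, with every replicate also reaching it, limit read from the data, passing the limit was not always enough; inconclusive = only one of those two criteria met; inactive = neither criterion met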
# Target sequence (Q15084 whole entry, looked up): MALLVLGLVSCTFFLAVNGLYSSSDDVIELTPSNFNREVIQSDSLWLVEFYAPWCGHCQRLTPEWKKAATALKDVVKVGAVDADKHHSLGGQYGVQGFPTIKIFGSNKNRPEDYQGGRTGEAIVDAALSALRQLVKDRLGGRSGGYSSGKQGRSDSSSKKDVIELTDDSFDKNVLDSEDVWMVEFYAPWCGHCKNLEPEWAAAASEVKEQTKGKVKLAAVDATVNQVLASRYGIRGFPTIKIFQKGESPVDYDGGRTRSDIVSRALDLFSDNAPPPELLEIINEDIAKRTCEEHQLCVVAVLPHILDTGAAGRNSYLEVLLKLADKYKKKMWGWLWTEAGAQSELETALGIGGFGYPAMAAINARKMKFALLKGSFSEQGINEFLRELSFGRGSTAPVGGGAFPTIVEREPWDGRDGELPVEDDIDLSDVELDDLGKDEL
# PglD DTNB: PglD (C. jejuni) enzyme inhibition | purified PglD enzyme, DTNB colorimetric CoA detection | inhibition, % at 12.5 µM | 360,000 tested, 0.098% active | AID 602405; in the data active = inhibition above about 16%, passing the limit was not always enough; inconclusive = no clear call, values can overlap the other calls; note: strong numbers were not always called active
# DENV2 CPE rescue: DENV2-induced cell death inhibition; CPE inhibition, % at 9.99 µM; 350,000 tested, 1.7% active; DENV2-infected cells, cytopathic effect rescue, plate reader; in the data active = CPE inhibition above about 20%, passing the limit was not always enough; inconclusive = no clear call, values can overlap the other calls; tested in BHK-21 cells;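 note: 0% = median of neutral control wells and 100% = median of positive control wells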
# * marks the source's active call; other numbers are inactive results; ? = inconclusive; . = no result given.
SMILES	E-sel inducer	C2C12 statin	SIRT5 inh	S100A4 inh HTS	ERp5 block	PglD DTNB	DENV2 CPE rescue
CO[C@H]1CN(C)C(=O)c2cc(NC(=O)C3CC3)ccc2OC[C@@H](C)N(Cc2ccccc2)C[C@H]1C	0.2	-2	4	6	-1	0	-1
Cc1cc(N2CC(C)OC(C)C2)nc2ccccc12 (centres undefined)	.	0	0	-3	1	4	1
CNC[C@H]1Oc2c(NS(=O)(=O)c3cccs3)cccc2C(=O)N([C@@H](C)CO)C[C@H]1C	0.0	10	-1	22	-8	-12	26*
S=C(NCCc1ccccn1)Nc1ccc(Cl)cc1	-0.8	.	1	3	-4	.	16
O=C(C[C@H]1C[C@H](C(=O)N2CCOCC2)[C@@]2(CCC3CCCC3)c3[nH]c4cc(-c5ccco5)ccc4c3CCN2C1=O)NCc1cccc(C(F)(F)F)c1	3.2	15	-2	-5	-9	-2	1
C/C(=C\[C@@H](NP(=O)(c1ccccc1)c1ccccc1)c1ccccc1)CO[Si](c1ccccc1)(c1ccccc1)C(C)(C)C	0.3	2	-1	-4	2	-4	1
Cc1nnc(SCC(=O)Nc2nnc(-c3ccccc3)o2)s1	.	.	-1	-7	-7	.	?
Cc1ccc(N(CC(=O)NCC2CCCO2)C(=O)CCC(=O)Nc2nccs2)cc1 (centres undefined)	0.0	-5	-7	-14	-1	3	1
COc1ccc(CC(=O)Nc2ccc(S(=O)(=O)Nc3ncccn3)cc2)cc1OC	2.3	-2	-3	5	-2	-7	-2
CCN=C1NC(c2ccccc2)C(C(=O)OC)=C(C)N1Cc1ccc(C(F)(F)F)cc1 (centres undefined)	0.0	.	4	-2	2	.	15
CC1CCN(C(=O)c2ccc3c(c2)NC(=O)/C(=C/c2ccccc2)S3)CC1	.	15	-1	5	2	1	-2
O=C(O)CCN(Cc1ccccc1)S(=O)(=O)c1ccccc1Cl	0.7	.	-4	-1	-4	.	-3
COc1ccc(N(CC(=O)Nc2cc(Cl)ccc2C)S(=O)(=O)c2c(C)noc2C)cc1	.	-11	0	2	-5	4	7
O=C(CN1CCc2ccccc2C1)Nc1ccc(F)cc1F	0.5	12	0	9	-2	1	-6
O=C(Nc1ccccc1Cl)c1ccc([N+](=O)[O-])o1	.	48	2	-9	-5	-2	2
COc1ccc(NC(=O)Nc2cccc3c2O[C@H](CN(C)S(=O)(=O)c2cccs2)[C@H](C)CN([C@@H](C)CO)C3=O)cc1	0.0	.	1	45	8	3	5
CCCC(=O)Nc1ccc2c(c1)C(=O)N(C)[C@@H]1CC[C@H](CC(=O)O)O[C@@H]1CO2	0.1	-4	0	-5	-1	1	1
COc1ccc2nc(C)cc(SCC(=O)Nc3c(C)cccc3C)c2c1	.	.	0	1	?	.	-5
Nc1nonc1C(=O)N/N=C/c1ccncc1	.	.	2	2	-5	.	6
CC(C)NC(=O)N(C)C[C@H]1OCCCC[C@H](C)Oc2ccc(NS(=O)(=O)c3ccc(Cl)cc3)cc2C(=O)N([C@H](C)CO)C[C@@H]1C	0.0	.	0	-6	-5	4	4
N#C/C(=C\c1cccs1)C(=O)c1ccccc1Cl	0.4	.	-1	-3	1	.	78*
C/C(=N\NC(=O)c1ccc(O)cc1O)c1cccnc1	1.4	.	-2	-2	0	3	?
Cc1cccc(N2C(=O)CC(N3CCN(c4ccccn4)CC3)C2=O)c1 (centres undefined)	.	.	-2	-1	1	.	-4
CCC(C(=O)NC1CCCCC1)n1c(SCc2cccc(F)c2)nc2ccncc21 (centres undefined)	-0.1	6	0	-2	-14	-3	3
CCCNC(=O)N(C)C[C@@H]1Oc2cc(-c3ccccc3)ccc2S(=O)(=O)N([C@@H](C)CO)C[C@@H]1C	0.0	?	7	-12	-2	3	15
O=C(NCCc1ccccc1)c1ccc(CS(=O)Cc2ccc(Cl)cc2)o1 (centres undefined)	.	1	-3	-10	-2	2	3
CC(C)(c1ccccc1)c1ccc(OCC(O)CN2CCCC2)cc1 (centres undefined)	0.1	11	-5	4	0	-8	-12
Cc1cc(C(C)(C)C)c(OC(=O)[C@@H]2OC(c3ccccc3)=C[C@H]2c2ccccc2)c(C(C)(C)C)c1	-0.1	-4	.	-7	10	-1	5
Cc1noc(C)c1NC(=O)Nc1ccc2c(c1)CC(=O)N([C@@H](C)CO)C[C@@H](C)[C@@H](CN(C)Cc1ccc(Oc3ccccc3)cc1)O2	-8.4	-18	.	.	.	4	-1
O=C(O)c1ccc(-n2cncn2)c([N+](=O)[O-])c1	.	-6	0	0	?	5	9

# A second format for part of the listing above.
# Every second line gives: E-sel inducer | C2C12 statin | SIRT5 inh | S100A4 inh HTS | ERp5 block | PglD DTNB | DENV2 CPE rescue
COc1ccc(NC(=O)Nc2cccc3c2O[C@H](CN(C)S(=O)(=O)c2cccs2)[C@H](C)CN([C@@H](C)CO)C3=O)cc1
→ 0.0 | . | 1 | 45 | 8 | 3 | 5
CCCC(=O)Nc1ccc2c(c1)C(=O)N(C)[C@@H]1CC[C@H](CC(=O)O)O[C@@H]1CO2
→ 0.1 | -4 | 0 | -5 | -1 | 1 | 1
COc1ccc2nc(C)cc(SCC(=O)Nc3c(C)cccc3C)c2c1
→ . | . | 0 | 1 | ? | . | -5
Nc1nonc1C(=O)N/N=C/c1ccncc1
→ . | . | 2 | 2 | -5 | . | 6
CC(C)NC(=O)N(C)C[C@H]1OCCCC[C@H](C)Oc2ccc(NS(=O)(=O)c3ccc(Cl)cc3)cc2C(=O)N([C@H](C)CO)C[C@@H]1C
→ 0.0 | . | 0 | -6 | -5 | 4 | 4
N#C/C(=C\c1cccs1)C(=O)c1ccccc1Cl
→ 0.4 | . | -1 | -3 | 1 | . | 78*
C/C(=N\NC(=O)c1ccc(O)cc1O)c1cccnc1
→ 1.4 | . | -2 | -2 | 0 | 3 | ?
Cc1cccc(N2C(=O)CC(N3CCN(c4ccccn4)CC3)C2=O)c1 (centres undefined)
→ . | . | -2 | -1 | 1 | . | -4
CCC(C(=O)NC1CCCCC1)n1c(SCc2cccc(F)c2)nc2ccncc21 (centres undefined)
→ -0.1 | 6 | 0 | -2 | -14 | -3 | 3
CCCNC(=O)N(C)C[C@@H]1Oc2cc(-c3ccccc3)ccc2S(=O)(=O)N([C@@H](C)CO)C[C@@H]1C
→ 0.0 | ? | 7 | -12 | -2 | 3 | 15
O=C(NCCc1ccccc1)c1ccc(CS(=O)Cc2ccc(Cl)cc2)o1 (centres undefined)
→ . | 1 | -3 | -10 | -2 | 2 | 3
CC(C)(c1ccccc1)c1ccc(OCC(O)CN2CCCC2)cc1 (centres undefined)
→ 0.1 | 11 | -5 | 4 | 0 | -8 | -12
Cc1cc(C(C)(C)C)c(OC(=O)[C@@H]2OC(c3ccccc3)=C[C@H]2c2ccccc2)c(C(C)(C)C)c1
→ -0.1 | -4 | . | -7 | 10 | -1 | 5
Cc1noc(C)c1NC(=O)Nc1ccc2c(c1)CC(=O)N([C@@H](C)CO)C[C@@H](C)[C@@H](CN(C)Cc1ccc(Oc3ccccc3)cc1)O2
→ -8.4 | -18 | . | . | . | 4 | -1
O=C(O)c1ccc(-n2cncn2)c([N+](=O)[O-])c1
→ . | -6 | 0 | 0 | ? | 5 | 9

# Next section.
SMILES	E-sel inducer	C2C12 statin	SIRT5 inh	S100A4 inh HTS	ERp5 block	PglD DTNB	DENV2 CPE rescue
CC(=O)Nc1ccc(NC(=O)c2oc3cc(C)c(C)cc3c2C)cc1	0.7	-23	-2	-4	0	-2	-3
Fc1ccccc1CSc1nnc(-c2cccnc2)o1	.	.	-3	1	-6	.	1
CC(C(=O)Nc1ccccc1)N1CCN(c2ccccn2)CC1 (centres undefined)	0.3	14	-3	-5	-2	-3	-2
CCc1ccc(C(=O)NNC(=O)CN2C(=O)NC3(CCCC3)C2=O)cc1	.	9	8	2	7	-8	-6
O=C(N/N=C\c1ccc(-c2cccc(Cl)c2)o1)C(=O)NC1CCCC1	-1.1	-9	-5	-6	-5	6	-4
C[C@@H]1CN([C@H](C)CO)C(=O)c2cc(NC(=O)Nc3ccc(F)cc3)ccc2O[C@@H](C)CCCCO[C@@H]1CN(C)Cc1ccncc1	0.0	3	.	.	.	0	2
CC(=O)c1ccc(N2CCN(S(=O)(=O)c3ccc4c(c3)NC(=O)CO4)CC2)cc1	.	8	0	4	-2	.	-5
COc1ccccc1S(=O)(=O)N1CC[C@@H]2[C@@H](CO)Nc3ccc(-c4ccccc4F)cc3[C@@H]21	0.6	-8	3	-27	-1	5	-8
C=CCn1c(C(C)NC(=O)CCC)nc2ccccc21 (centres undefined)	.	-1	-1	1	-11	.	-9
Clc1ccc(OCCCCCN2CCCC2)c(Br)c1	.	-16	-3	1	5	2	.
N#C/C=C\Oc1ccc(Cl)cc1N	.	61	-2	3	-4	-6	5
Cc1ccc(NC(=S)N2CCN(S(C)(=O)=O)CC2)cc1Cl	.	1	-2	0	-34	-2	-1
Cc1cc(Nc2ccc(N3CCOCC3)cc2)c2cccc(C)c2n1	.	.	2	-5	2	.	5
C[C@@H]1CN([C@@H](C)CO)C(=O)Cc2cc(NC(=O)c3ccncc3)ccc2O[C@H]1CN(C)Cc1ccc(-c2ccccc2)cc1	0.2	56	4	-11	4	1	17
N#Cc1ccc(S(=O)(=O)NCC(=O)OCC(=O)NCCc2ccccc2)cc1	-0.1	.	-4	-1	4	-3	-2
O=C(CSC1=NS(=O)(=O)c2cc(Cl)ccc2N1)Nc1cccc(F)c1	1.1	3	-1	-2	7	0	-1
O=C(COC(=O)c1ccc(Cl)c(S(=O)(=O)NCc2ccccc2)c1)NC1CC1	.	-4	-1	1	-10	7	-7
CN(C(=O)CSc1nc(-c2ccccc2)c(-c2ccccc2)o1)C1CCS(=O)(=O)C1 (centres undefined)	-0.2	-3	-3	16	-6	-3	0
COc1ccc(C(C)(C)C)cc1NC(=O)COC(=O)c1ncc(Cl)c(Cl)c1Cl	.	.	0	6	0	0	-3
COCC#Cc1ccc([C@H]2[C@H](CO)N3CCCCN(C(=O)CN(C)C)C[C@@H]23)cc1	-0.3	.	0	-21	1	-1	9
O=C(Cn1cc(CCO)nn1)N1CCNCC1	0.0	6	2	-10	5	-6	3
CN(C)S(=O)(=O)c1ccc(Cl)c(NC(=O)COC(=O)c2cc(-c3ccccc3)nc3ccccc23)c1	-1.0	.	-1	1	6	-9	-14
COc1cc2c(cc1OC)C(c1cc3cc(C)ccc3[nH]c1=O)N(C(=O)c1ccco1)CC2 (centres undefined)	.	30	-2	1	2	-2	-3
N#Cc1ccc(C(=O)NCCCSc2ccccc2)cc1	.	-49	-4	-3	-6	-2	0
Cc1ccccc1NS(=O)(=O)c1cc(C(=O)NCCSC2CCCCC2)ccc1C	.	-2	2	1	-2	9	-1
O=c1oc2ccccc2c(Nc2ccc(Cl)cc2)c1[N+](=O)[O-]	0.3	.	-9	-3	2	.	-3
Cc1csc(NC(=O)CSc2nc3[nH]ncc3c(=O)[nH]2)n1	3.2	.	0	-5	1	.	6
CO[C@H]1CN(C)C(=O)c2cc(NC(=O)CC(F)(F)F)ccc2OC[C@@H](C)N(C(=O)C2CCOCC2)C[C@@H]1C	0.0	.	3	-39	-2	.	-7
Cc1cc(NC(=O)CS(=O)(=O)c2cn(Cc3cccc(Cl)c3)c3ccccc23)no1	0.8	-3	-3	-8	2	3	6
CCCn1nnc(NC(=O)C(C)C)n1	1.6	5	0	-7	-2	-5	2
Cc1cc(=O)[nH]c(N/N=C/CCc2ccccc2)n1	.	.	0	-8	1	.	8

# Assay outcomes from PubChem.

# This is a subset, so the mix of outcomes need not match the whole.
